Assay outcomes (PubChem BioAssay)
NPR1 activator: GC-A (human) enzyme activation. activation, % at 10 µM. HEK293 GC-A cells, cGMP TR-FRET, EC30 ANP; 0% at EC30 ANP, 100% saturating ANP. 0.14% of 370,000 active; in the data active = activation above about 40%
rCAG RNA binder: molecules binding r(CAG) RNA repeats; r(CAG) RNA repeat, TO-PRO-1 dye displacement fluorescence; inhibition, % at 3 µM; 1.3% of 370,000 active; AID 651821;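 active = inhibition above the plate cutoff, the mean of all test compounds on that plate plus 3 SD, cut at about 35% in these data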;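 note: 0% = DMSO alone and 100% = 100 µM mitoxantrone as full dye displacement; higher means more dye released from RNA so lower well fluorescence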
UHRF1 MBD2 ctr: blocks human UHRF1 binding to methylated DNA. inhibition, % at 4.4 µM. UHRF1 binding to methylated oligo, TR-FRET. AID 687016. 0.75% of 370,000 active. Q96T88; in the data active = inhibition above about 21%;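 note: UHRF1 SRA domain binding a hemimethylated CpG hairpin DNA probe; 0% = median of test compound wells and 100% = reference inhibitor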
GC-B act: GC-B (human) receptor activation. 0.11% of 370,000 active. HEK293-GC-B cells, CNP EC30, cGMP TR-FRET; 0% at EC30 CNP, 100% saturating CNP. P20594. activation, % at 10 µM;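 active = activation at 10 µM reaching about 35% in either raw or pattern-adjusted values, limit read from the data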
MBD2 DNA inh: blocks human MBD2 binding to methylated DNA; Q9UBB5; AID 686964; 0.31% of 370,000 active; inhibition, % at 4.4 µM; TR-FRET, MBD2 binding to methylated oligonucleotide; in the data active = inhibition above about 13%
PRMT1 FP inh: PRMT1 (human) inhibition, primary screen | recombinant PRMT1, activity-based probe fluorescence polarization | inhibition, % at 2.79 µM | 1.3% of 370,000 active;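 active = inhibition above about 21% made by adding two undisclosed values, limit read from the data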
Target sequence (Q99873 whole entry, looked up): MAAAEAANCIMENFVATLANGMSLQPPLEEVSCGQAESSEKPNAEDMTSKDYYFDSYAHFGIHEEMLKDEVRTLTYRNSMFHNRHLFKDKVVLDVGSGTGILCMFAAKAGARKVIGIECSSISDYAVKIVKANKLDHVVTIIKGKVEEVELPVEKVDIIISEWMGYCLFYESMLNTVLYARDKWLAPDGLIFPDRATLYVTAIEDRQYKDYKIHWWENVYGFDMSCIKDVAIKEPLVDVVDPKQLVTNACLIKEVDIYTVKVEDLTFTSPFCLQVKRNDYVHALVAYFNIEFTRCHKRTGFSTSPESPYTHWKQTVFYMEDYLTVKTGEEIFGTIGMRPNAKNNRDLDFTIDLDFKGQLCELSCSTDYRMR
HTRA1 inh: HTRA1 (human) protease inhibition; inhibition, % at 5.96 µM; 0.5% of 340,000 active; recombinant HTRA1, FP-rhodamine activity-based probe, fluorescence polarization; Q92743; in the data active = inhibition above about 36%;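 note: 0% = enzyme with DMSO and 100% = wells lacking enzyme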
TCR-CD3 inh: blocks the human TCR-CD3 interaction. inhibition, % at 9.4 µM. 0.37% of 360,000 active. TAMRA-labeled TCR probe fluorescence, biochemical; in the data active = inhibition above about 19%;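 note: recombinant mutant TCR 2C K166C tagged with TAMRA read by polarization; 0% = receptor in buffer alone and 100% = receptor with positive control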
SIAE primary: human SIAE inhibition, primary screen. inhibition, % at 9.66 µM. 0.69% of 370,000 active. SIAE FP-Rh probe binding, fluorescence polarization. Q9HAT2;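 active = inhibition above a cutoff: mean of compounds within the control limits plus 3 SD of those, cut at about 17% in these data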;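 note: 0% = plate median of compound wells and 100% = probe without SIAE protein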
ABHD4 inh: inhibitors of mouse ABHD4; Q8VD66; purified mABHD4, FP-Rh probe fluorescence polarization; inhibition, % at 8.92 µM; 0.54% of 370,000 active;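 active = inhibition exceeding the mean over every tested compound plus 3 SD, cut at about 30% in these data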;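 note: 0% = plate median of compound wells and 100% = S159A mutant with DMSO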
Target sequence (Q8VD66 whole entry, looked up): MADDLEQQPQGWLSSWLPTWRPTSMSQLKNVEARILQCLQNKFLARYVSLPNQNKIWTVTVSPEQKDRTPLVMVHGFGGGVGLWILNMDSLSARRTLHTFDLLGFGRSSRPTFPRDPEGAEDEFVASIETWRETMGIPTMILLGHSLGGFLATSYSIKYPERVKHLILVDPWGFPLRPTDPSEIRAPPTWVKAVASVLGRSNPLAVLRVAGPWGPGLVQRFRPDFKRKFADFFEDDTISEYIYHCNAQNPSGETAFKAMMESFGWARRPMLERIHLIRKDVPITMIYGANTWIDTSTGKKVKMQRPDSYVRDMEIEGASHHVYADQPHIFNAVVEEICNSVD
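Assay system: Wild-type mouse ABHD4 protein | Medium: HEPES pH 7.0 buffer, 150 mM NaCl, 0.01% Pluronic F-127 | Incubation: Enzyme–compound pre-incubation 45 min, then probe 60 min, both 25 °C | Technique: Fluorescence polarization with parallel and perpendicular emission, 525/598 nm | Evaluation: % inhibition of FP-Rh probe binding versus controls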
Active calls of the source: *; x = not tested or not shown. Only part of the results is shown; the hit share may differ from the screen's.

Preview:
Value order: NPR1 activator, rCAG RNA binder, UHRF1 MBD2 ctr, GC-B act, MBD2 DNA inh, PRMT1 FP inh, HTRA1 inh, TCR-CD3 inh, SIAE primary, ABHD4 inh
CC1=NN(c2ccccc2)C(=O)/C1=C/c1cccc(C)c1
    19, 26, 16, 5, 7, -2, 10, 6, 7, 1
Cc1csc(N/N=C\c2cccnc2)n1
    -4, 2, -2, 0, -3, 13, 4, 10, 7, 13

The whole of this part, repeating the preview:
Value order: NPR1 activator, rCAG RNA binder, UHRF1 MBD2 ctr, GC-B act, MBD2 DNA inh, PRMT1 FP inh, HTRA1 inh, TCR-CD3 inh, SIAE primary, ABHD4 inh
CC1=NN(c2ccccc2)C(=O)/C1=C/c1cccc(C)c1
    19, 26, 16, 5, 7, -2, 10, 6, 7, 1
Cc1csc(N/N=C\c2cccnc2)n1
    -4, 2, -2, 0, -3, 13, 4, 10, 7, 13
Cc1cc(C)n(CCNC(=O)[C@H]2O[C@@H](n3cnc4c(N)ncnc43)[C@H](O)[C@@H]2O)n1
    1, 0, -4, 4, 5, -6, x, 0, 14, 4
O=c1[nH]c(-c2ccccn2)nc2sc(-c3ccccc3)cc12
    15, 4, 3, -6, -2, 33*, 10, 0, -10, -1
Cc1cccc(C(=O)Nc2ccc(C(=O)N/N=C/c3ccc4c(c3)OCO4)cc2)c1
    1, 9, 1, -3, 2, 3, -3, -1, -11, -8
COc1ccc(/C=N/Nc2ccccc2C(=O)O)cc1
    -1, 7, 1, -3, 1, 4, 3, 5, 3, 9
O=C(CCc1nc2ccccc2c(=O)[nH]1)Nc1nnc(SCc2ccccc2F)s1
    -5, 8, -2, -3, 2, 6, -13, 2, 4, 3
COc1ccc(C(=O)Nc2ccccc2)cc1NC(=O)c1cccs1
    1, 4, -1, -1, -1, -4, -42, -7, -4, -8
COCCNC(=O)c1onc(CSc2cc(C)cc(C)c2)c1C(=O)O
    0, 6, 1, -6, 3, -2, 0, -1, 8, 0
NS(=O)(=O)c1ccc(CCNC(=O)CNC(=O)Cc2ccccc2)cc1
    -2, -1, 1, 7, 5, 0, 7, 4, -6, -3
N#Cc1ccc(N2Cc3ccccc3C2=NC(=O)c2cccs2)cc1
    7, 0, -10, -4, 3, -2, -13, 3, 6, -1
CCOC(=O)c1sc(NC(=O)c2cc3n(n2)C(C(F)(F)F)CC(c2ccccc2)N3)c(C(=O)OCC)c1C (stereo unspecified)
    1, -2, 0, 5, 5, -2, 5, -1, 2, 6
Cc1csc(NC(=S)NC(=O)c2ccccc2)n1
    6, 2, 3, 1, -2, -4, -9, 0, -13, -18
COc1ccc(-c2nn(C)c3sc(C(=O)NCCN(C)C)cc23)cc1OC
    -30, -1, 28*, -17, 18*, -2, -1, 13, -6, 4
O=S(=O)(Nc1nc2ccccc2nc1OCC(F)(F)F)c1cccs1
    -2, 16, 4, 2, 2, 6, -5, 6, -2, -2
COc1ccccc1/C=N/NC(=O)CNC(=O)c1ccc(S(=O)(=O)N2CCCC2)cc1
    1, -2, -4, -2, -7, 0, 0, 0, 2, -1
CCC1(C)COC2(OC1)C(=O)Nc1ccccc12 (stereo unspecified)
    1, 0, -2, 4, -3, 0, -1, 1, 6, 4
COc1cccc(C(=O)Nc2ncc3c(n2)CC(c2ccc(OC)cc2OC)CC3=O)c1 (stereo unspecified)
    2, -2, -2, -2, -4, 2, -34, 11, -8, -8
CCCCSc1nnc2c(n1)OC=Nc1ccccc1-2
    4, 4, 2, -2, 3, 2, 5, 0, -5, -2
COc1cccc2c1C(=O)C=C(C)C2=O
    4, 0, 0, 1, 2, 6, 4, -7, 1, -3
O=C(NNC(=O)C1CC=CCC1)c1ccccc1O (stereo unspecified)
    1, 4, 1, -4, 1, 2, 3, 13, 4, 2
O=S(=O)(Nc1ccc(Br)cn1)c1ccc2ccccc2c1
    -2, 18, -3, 7, -2, -5, -9, 4, -5, 0
CCCNC(=S)N1CCN(c2nc(-c3ccc(C)cc3)cs2)CC1
    -3, 0, 4, -1, 2, 1, -9, -8, 0, -2
CC(C)c1ccc(OCCCCCN2CCOCC2)cc1
    7, -1, 4, 3, 1, -7, 9, -8, -1, 10
COC(=O)C1=C(C)N(Cc2ccc(C(F)(F)F)cc2)C(=NCc2ccc(C(F)(F)F)cc2)NC1c1cccc(Cl)c1 (stereo unspecified)
    -8, 2, -1, -4, 1, -12, x, 2, -13, 25
OCCCNc1nc(-c2ccc(Cl)cc2)nc2ccccc12
    13, 1, -2, -9, 0, 1, -46, -2, -14, -14
COc1ccc(C(=O)Cn2cc[n+](C)c2)cc1
    3, -2, -1, 5, -1, -4, 3, -2, 12, -7
O=C(CCc1nnc(C2(c3ccc(Cl)cc3)CCC2)o1)NC1CC1
    -2, -9, 0, 5, 4, -4, 2, -1, 3, -7
O=C(Nc1ccccc1C(F)(F)F)N1CCC(n2c(=O)[nH]c3ccccc32)CC1
    -8, 0, 1, 1, -8, -7, 6, 0, -2, -13
CC(C)COc1ccc(CN=C(N)N=C(N)N)cc1Cl
    4, 9, 0, 2, 0, 0, -2, 9, 7, 7
COc1ccccc1/C(C)=N/NC(=O)c1nnn(-c2nonc2N)c1C(C)C
    -2, -3, -4, -5, 2, -1, -3, -3, 11, -1
CN1CCN(C(=O)/C(=C\c2cccs2)NC(=O)c2cccs2)CC1
    1, -5, -3, -2, 2, 2, 9, -6, -1, 9
CC(C)CNc1ncnc2c1ncn2[C@H]1CN(Cc2ccco2)C[C@@H](CO)O1
    -1, 0, -1, -5, 2, -1, x, 9, 3, 0
Cc1nc(SCC(=O)Nc2ccccc2C(F)(F)F)c(C#N)c(C)c1CC(=O)c1ccc(Br)cc1
    -1, 0, 5, -2, 3, -2, x, 7, 1, -2
COC(=O)c1ccc(-c2ccc3c(c2)[C@]2(CCC[C@@H](O)[C@@H]2NC(=O)CCc2ccccc2)C(=O)N3Cc2ccccc2)cc1
    4, 13, 4, 6, 7, 6, x, x, -4, -10
CC1=NN(C(C#N)c2ccc(F)cc2)C(C)(C)C1 (stereo unspecified)
    4, 1, 3, 3, 2, 0, 7, 0, -5, 2
CCN(CC)CCNC(=O)c1ccc(-n2c(C)cc3c2CCCC3=O)cc1
    1, 1, 0, 5, -4, -2, 2, -3, 3, 1
CC1Cc2cc(S(=O)(=O)NCCC(=O)N(C)Cc3ccccc3)ccc2N1C(=O)C1CC1 (stereo unspecified)
    2, -4, 2, -5, -1, 5, 1, -5, -2, 3
CCc1ccccc1N1C(=O)C2C3C=CC(CC3)C2C1=O (stereo unspecified)
    1, -2, 4, 0, 0, 3, -2, 0, -5, -2
CCc1ccc(NC(=O)C(CC)Sc2nc3cc4c(cc3c(=O)n2Cc2ccco2)OCO4)cc1 (stereo unspecified)
    4, 8, 2, 0, 2, -4, -1, -5, -4, 1
COc1ccc(CNC(=O)CSc2ncn[nH]2)cc1
    6, 2, -3, 9, -1, -3, 1, 8, 6, 2
CCNC(=S)NNC(=O)c1cc(-c2cccc(C)c2)nc2ccccc12
    0, 43*, -4, -8, -7, -8, -9, -2, -4, -3
O=[N+]([O-])/C(=C\Nc1ccc(F)cc1F)S(=O)(=O)c1ccccc1
    5, 4, 2, 2, 2, 7, 1, -6, -11, 6
Cc1ccc(C(=O)Nc2cccc(C(=O)N3CCN(C)CC3)c2)cc1
    3, -2, 6, 9, -2, 0, 0, 2, -2, 4
O=C(COc1ccccc1Cl)Nc1ccc(CN2CCOCC2)cc1
    -1, -9, 3, -10, 5, 0, 4, 0, 6, 1
CC12CN3CC(C)(CN(C1)C3c1ccc3c(c1)OCO3)C2 (stereo unspecified)
    1, 1, -3, 2, 3, -2, 11, -4, -1, -2
CC1CCN(S(=O)(=O)c2ccc(S(=O)(=O)NCC3COCCO3)cc2)CC1 (stereo unspecified)
    9, -4, 2, 1, 7, -3, -1, 5, 0, 4
CC1(C(=O)NS(=O)(=O)c2ccc(Cl)s2)CCN1C(=O)Cc1ccc(-c2ccccc2)cc1 (stereo unspecified)
    1, 74*, 0, 1, 3, 0, x, -2, -6, 7
COc1ccccc1S(=O)(=O)CC(O)COc1ccccc1Cl (stereo unspecified)
    3, -4, -1, 3, 0, -1, 4, 8, -4, -1
Cc1cc(NC(=O)CSc2nnc(COc3cccc(C)c3C)n2C)no1
    -1, -3, -2, 2, -7, -4, 1, 3, 2, 5
CCc1nc2c(OCc3ccccc3C)cccn2c1N(C)C(=O)c1ccco1
    2, 3, -2, -5, -2, 5, x, 2, 4, 5
COc1ccc2cc(C(c3nnnn3Cc3ccc(F)cc3)N3CCCCCC3)c(=O)[nH]c2c1 (stereo unspecified)
    4, 4, 2, -4, 0, 9, -6, 3, 1, 7
CCCOc1ccc(N2C(=O)CC(N3CCN(c4nc5ccccc5s4)CC3)C2=O)cc1 (stereo unspecified)
    3, 0, 2, 2, 4, 2, -12, -4, 6, 4
COc1ccc(CNc2ccc(-c3ccccc3OC)nn2)cc1
    8, -2, -4, 6, 2, -2, -6, 3, 5, -8
C/C=C/c1ccc(OCC(=O)N(CCOC)c2c(N)n(CCCC)c(=O)[nH]c2=O)c(OC)c1
    2, -4, 2, 4, 1, -1, -5, -3, -7, 8
C1CC(=NN=C2CCSCC2)CCS1
    -3, 2, -1, 0, -2, 0, 5, -1, -1, 0
COc1ccc(Nc2nc(Cl)nc(Nc3ccc(OC)cc3)n2)cc1
    9, 3, -3, 20, -5, 4, -3, 3, 3, 3
O=C(N/N=C/c1cn(Cc2ccccc2)c2ccccc12)c1cccnc1
    10, -1, 2, 6, 2, 1, 7, -3, 1, -1
O=C(N/N=C/c1cc(Br)c(O)c(Br)c1)c1cccnc1
    -8, 3, 0, -2, -2, 0, -2, 2, -9, -1

2 compounds from above with just ABHD4 inh, TCR-CD3 inh and SIAE primary:
SMILES	ABHD4 inh	TCR-CD3 inh	SIAE primary
CC1CCN(S(=O)(=O)c2ccc(S(=O)(=O)NCC3COCCO3)cc2)CC1 (stereo unspecified)	4	5	0
Cc1cc(NC(=O)CSc2nnc(COc3cccc(C)c3C)n2C)no1	5	3	2
